BoNT-F LC inh = BoNT/F light chain protease inhibitors, primary screen, biochemical, flow cytometry, MLPCN library; Multiplex microsphere protease cleavage assay; inhibition, % at 10 µM; hit rate 0.22% among 360,000; in the data active = inhibition above about 35%, passing the limit was not always enough; inconclusive = no clear call, values can overlap the other calls; also: plate controls were buffer without enzyme for full effect and enzyme alone for no effect
Anthrax LF prot = Bacillus anthracis LF protease inhibitors, primary screen, biochemical, multiplex microsphere, MLPCN library; Lethal factor (Bacillus anthracis), P15917; multiplex microsphere protease cleavage assay; inhibition, % at 10 µM; hit rate 0.12% among 360,000; AID 588501, 2011; also: plate controls were buffer without enzyme for full effect and enzyme alone for no effect
Target sequence (P15917 whole entry, looked up): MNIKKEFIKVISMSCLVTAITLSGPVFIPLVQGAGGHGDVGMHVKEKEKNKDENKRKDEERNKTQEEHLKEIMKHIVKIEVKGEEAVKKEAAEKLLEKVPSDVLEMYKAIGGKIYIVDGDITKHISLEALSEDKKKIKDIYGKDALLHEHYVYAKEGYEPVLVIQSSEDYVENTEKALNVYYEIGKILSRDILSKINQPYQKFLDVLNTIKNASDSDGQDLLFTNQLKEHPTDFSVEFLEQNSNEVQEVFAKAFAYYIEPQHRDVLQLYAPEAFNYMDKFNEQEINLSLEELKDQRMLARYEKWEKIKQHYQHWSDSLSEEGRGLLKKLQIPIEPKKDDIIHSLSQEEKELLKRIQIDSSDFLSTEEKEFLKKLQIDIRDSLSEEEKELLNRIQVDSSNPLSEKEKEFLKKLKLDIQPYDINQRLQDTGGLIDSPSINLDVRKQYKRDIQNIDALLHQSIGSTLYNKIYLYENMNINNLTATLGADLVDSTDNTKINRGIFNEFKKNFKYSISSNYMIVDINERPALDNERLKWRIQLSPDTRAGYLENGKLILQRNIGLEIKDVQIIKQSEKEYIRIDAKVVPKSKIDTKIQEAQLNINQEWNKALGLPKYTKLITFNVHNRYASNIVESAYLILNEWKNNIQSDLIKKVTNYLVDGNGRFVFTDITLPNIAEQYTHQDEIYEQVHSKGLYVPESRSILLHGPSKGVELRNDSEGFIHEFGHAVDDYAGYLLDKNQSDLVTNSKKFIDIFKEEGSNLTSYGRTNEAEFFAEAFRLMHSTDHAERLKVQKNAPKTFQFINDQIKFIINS
PfHsp40 rescue = rescue of yeast from PfHsp40 toxicity, primary screen, S. cerevisiae, ATP luminescence | growth rescue, % at 12.5 µM | S. cerevisiae expressing PfHsp40, growth rescue | AID 504582, 2011 | hit rate 0.68% among 340,000; in the data active = growth rescue above about 28%, passing the limit was not always enough; inconclusive = no clear call, values can overlap the other calls;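 also: yeast W303a lacking pdr1 and pdr3 grown in galactose medium; growth measured after three days at 30 °C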
BoNT A protease = BoNT/A light chain protease inhibitors, primary screen, biochemical, flow cytometry, MLPCN library | Botulinum neurotoxin type A light chain protease (Clostridium botulinum A str. ATCC 3502) | multiplex microsphere protease substrate cleavage | inhibition, % at 10 µM | hit rate 0.17% among 360,000; also: plate controls were buffer without enzyme for full effect and enzyme alone for no effect
Y pestis TopoI = Yersinia pestis topoisomerase I inhibitors, primary screen, biochemical, cleavage product accumulation, plate reader, single point; Y. pestis Topo-I cleavage product accumulation; activity, % at 10 µM; hit rate 0.064% among 360,000; AID 504884, 2011; in the data active = activity above about 50%, passing the limit was not always enough; inconclusive = no clear call, values can overlap the other calls; also: inactives centre near 2
TcdB inh = TcdB glycohydrolase inhibitors, primary screen, biochemical, single point, plate reader | Toxin B (Clostridioides difficile), P18177 | TcdB glycohydrolase enzymatic assay | inhibition, % at 9.99 µM | hit rate 0.24% among 350,000; in the data active = inhibition above about 10%
CCHF vOTU inh = CCHFV vOTU protease inhibitors, primary screen, biochemical, Pep-AMC substrate, fluorescence; Crimean-Congo hemorrhagic fever virus L polyprotein viral ovarian tumor (vOTU) protease …; inhibition, % at 11.5 µM; hit rate 0.55% among 370,000; in the data active = inhibition above about 30%; also: 0% = vehicle wells with enzyme and 100% = no enzyme wells
FadD28 binding = inhibitors of FadD28 bisubstrate probe binding, primary screen, biochemical, fluorescence polarization, single point. Mycobacterium tuberculosis FadD28 fatty-acid-AMP ligase. inhibition, % at 12.5 µM. hit rate 0.22% among 360,000. AID 588549, 2011; in the data active = inhibition above about 8.5%, passing the limit was not always enough; inconclusive = no clear call, values can overlap the other calls
PrPC surface inh = inhibitors of human cell surface prion protein PrPC, primary screen, cell-based, TR-FRET; inhibition, % at 13.8 µM; hit rate 0.43% among 370,000; TR-FRET read-out; in the data active = inhibition above about 24%; also: 0% = median of the test wells and 100% = reference compound wells
An asterisk follows results filed as active; ? = inconclusive; . = not tested or not shown; & = joins results of further samples. Rule as the data show it, unless noted: active = inhibition above about 30%; inconclusive = no clear call, values can overlap the other calls; inactive = below that. Compounds as they come. About 2.3% of those tested had a hit in this group.

SMILES	BoNT-F LC inh	Anthrax LF prot	PfHsp40 rescue	BoNT A protease	Y pestis TopoI	TcdB inh	CCHF vOTU inh	FadD28 binding	PrPC surface inh
O=C(CNS(=O)(=O)c1ccccc1)N/N=C/c1ccccc1[N+](=O)[O-]	?	-15	1.6	-8.9	6	-1.5	-2	-0.7	-2
Cc1cc(N2C(=O)c3ccc(C(=O)Nc4ccc(CC(=O)O)cc4)cc3C2=O)no1	2	3	-1.6	1.4	-6	1.9	12	-2.1	-4
COc1ccc(CNC(=O)CSc2nc3c(oc4ccccc43)c(=O)n2CC2CCCO2)cc1 (stereo not given)	6	5	0.2	1.2	-2	1.1	5	-0.1	-4
CN(CCO)C(=O)c1c(NC(=O)c2ccccc2)sc2c1CCCC2	12	-10	4.0	-1.0	-6	-0.2	3	-1.8	-8
N#CCCN(C(=O)COC(=O)CCc1c[nH]c2ccccc12)c1ccc(F)cc1	-10	0	-0.7	-6.8	14	0.2	7	-4.0	-5
CN(C)c1cc2c(cc1NS(=O)(=O)c1ccccc1)n(C)c(=O)n2C	20	-1	-0.4	-0.1	5	5.0	-3	-1.6	1
S=c1[nH]ccn1-c1c(Cl)cccc1Cl	?	-16	-0.4	2.1	4	0.8	19	-3.3	1
N#CCCCSC1=C(C#N)C(c2ccccc2Cl)CC(=O)N1 (stereo not given)	-3	-4	-0.5	-0.3	-7	.	5	-4.6	5
COc1ccc(Nc2ccnc(Nc3ccc(OC)cc3)n2)cc1	-7	-1	0.0	0.2	-9	.	0	-2.2	4
CCc1nc2ccc(C(=O)NCCOc3ccc(OC)cc3)cn2c1N(C)Cc1ccc(OC)cc1	-10	-7	.	-0.3	8	0.7	3	-2.4	-7
COc1cccc(NC(=O)CNC(=O)c2ccc(C)o2)c1	13	10	0.1	-0.7	1	0.6	-8	-1.9	4
CC1CCN(CC(=O)Nc2ccc(C(=O)N3CCCCC3)cc2)CC1	10	-1	0.9	1.1	11	-0.5	-6	0.4	-4
COc1ccc(NS(=O)(=O)c2ccc(NC(=S)NC(=O)/C=C/c3ccc(C)cc3)cc2)nn1	4	0	-1.5	0.5	-10	.	-9	-0.4	-7
CN(C)c1cc(NC(=O)CN2CCCC2)c2ccccc2n1	-43	?	8.6	-6.6	0	1.7	11	-3.4	5
CCOc1ccc(/C=N/Nc2cc(N3CCOCC3)ncn2)c(O)c1	-5	-8	.	-0.3	-4	-1.3	15	-0.7	4
Cc1cccc(CNC(=O)C2CCC(=O)N(C3CCCCCC3)C2)c1 (stereo not given)	16	3	-1.3	6.1	22	0.1	13	-4.5	5
COC(=O)C1CCN(C2CN(Cc3ccccc3)S(=O)(=O)C2)CC1 (stereo not given)	-8	-4	.	0.1	.	0.7	-7	0.1	-2
Cc1ccccc1NC(=O)C1CCN(S(=O)(=O)c2ccc3c(c2)NC(=O)C(C)S3)CC1 (stereo not given)	1	-1	0.1	-0.6	18	0.2	-10	-1.0	1
CCn1c2ccccc2c2cc(CNCCCN3CCOCC3)ccc21	-44	-6	-1.0	-5.7	4	0.6	1	-3.4	-23
Cc1c(C(=O)O)oc2ccc(S(=O)(=O)N3CCC(C)CC3)cc12	3	0	-0.8	-0.1	-3	.	-1	-2.4	8
COCCNC(=O)c1cc(-c2ccccc2)nn1Cc1cc(C)no1	0	0	-2.2	-0.9	1	1.0	7	-0.4	1
Cc1cccn2c(CN3CCNC(=O)CC3)c(C(=O)N(C)CCc3ccccc3)nc12	1	-6	0.8	-0.1	-2	0.8	-1	-0.3	1
CCCCCCCCN1C(=O)[C@H](CC(=O)N2CCN(C(=O)c3ccco3)CC2)C[C@@]2(C(=O)OC)CCCCC=C12	-2	-6	.	-0.5	.	0.3	30*	.	3
CCN1C(=O)[C@H]2[C@H]3CN=C(SCc4ccccc4)N3[C@@](C)(C(=O)OC)[C@H]2C1=O	-6	2	-0.2	0.0	4	0.8	-6	0.6	-3
COc1cc2c(cc1NC(=O)COc1ccccc1OC)oc1ccccc12	0	-1	0.0	1.0	0	.	4	-3.0	1

In another format: 7 of the compounds above
Structure,BoNT-F LC inh,Anthrax LF prot,PfHsp40 rescue,BoNT A protease,Y pestis TopoI,TcdB inh,CCHF vOTU inh,FadD28 binding,PrPC surface inh
CN(CCO)C(=O)c1c(NC(=O)c2ccccc2)sc2c1CCCC2,12,-10,4.0,-1.0,-6,-0.2,3,-1.8,-8
N#CCCN(C(=O)COC(=O)CCc1c[nH]c2ccccc12)c1ccc(F)cc1,-10,0,-0.7,-6.8,14,0.2,7,-4.0,-5
CN(C)c1cc2c(cc1NS(=O)(=O)c1ccccc1)n(C)c(=O)n2C,20,-1,-0.4,-0.1,5,5.0,-3,-1.6,1
S=c1[nH]ccn1-c1c(Cl)cccc1Cl,?,-16,-0.4,2.1,4,0.8,19,-3.3,1
N#CCCCSC1=C(C#N)C(c2ccccc2Cl)CC(=O)N1 (stereo not given),-3,-4,-0.5,-0.3,-7,.,5,-4.6,5
COc1ccc(Nc2ccnc(Nc3ccc(OC)cc3)n2)cc1,-7,-1,0.0,0.2,-9,.,0,-2.2,4
CCc1nc2ccc(C(=O)NCCOc3ccc(OC)cc3)cn2c1N(C)Cc1ccc(OC)cc1,-10,-7,.,-0.3,8,0.7,3,-2.4,-7

The list goes on:
SMILES	BoNT-F LC inh	Anthrax LF prot	PfHsp40 rescue	BoNT A protease	Y pestis TopoI	TcdB inh	CCHF vOTU inh	FadD28 binding	PrPC surface inh
Cc1nn(-c2ccccc2)c(Cl)c1/C=N/NC(N)=O	.	.	-1.6	.	-1	-2.8	1	-1.8	12
C=CC[C@@H](Cc1ccc(F)cc1)C(=O)OC[C@@H]1CCCN1C(=O)[C@@H](CC=C)CC(=O)N(CCO)Cc1ccccc1	-6	-6	22	-0.4	4	2.5	2	-5.2	2
COc1ccc(/C=C2\SC(=O)N(CCNC(=O)Cc3coc4cc(C)ccc34)C2=O)cc1OC	-1	1	0.2	0.7	-7	-11	2	-2.1	8
CCc1nc2c(OCc3ccc(C(=O)OC)cc3)cccn2c1N(C)C(=O)c1ccc(OC)cc1	-6	-18	.	-0.4	27	-0.3	-8	-5.7	-7
Cc1ccc2nc(Cl)nc(-c3ccccc3)c2c1	-10	-2	2.0	-1.0	4	1.3	-19	-2.6	-1
Clc1ccc(SCc2cn3ccsc3n2)cc1	7	0	2.6	0.3	-3	.	6	-1.9	-7
NS(=O)(=O)c1ccc(CCNC(=O)c2cc(-c3ccco3)nc3ccccc23)cc1	5	2	-0.8	-0.4	0	-9.6	12	-2.6	-8
O=C1NC2(CCCCC2)C(=O)N1c1ccc(Cl)cc1	6	-8	-1.2	-1.4	5	-0.8	6	-0.1	-1
O=C(c1ccco1)N1CCN(Cc2nnc(-c3ccccc3F)o2)CC1	-8	-14	-1.5	-0.3	2	-10	15	-1.8	-1
COCCCN1C(=O)c2ccc(C(=O)Nc3ccc(OC)cc3)cc2C1=O	6	1	-1.6	0.3	-1	.	-15	-3.9	1
CCN(CC)c1cc(C)c2ccccc2n1	-17	-1	1.8	0.1	1	.	-13	-0.6	4&-5
Cc1ccc(S(=O)(=O)N2CCN(C(=O)CN3C(=O)c4ccccc4C3=O)CC2)c(C)c1	-2	-8	-1.3	-3.2	1	3.6	-10	-3.2	5
CN1CCC(=O)N([C@H](CSc2ccc(Br)cc2)c2ccccc2)CC1	-10	-2	-0.5	-0.2	24	1.8	-3	-1.7	-5
O=S(=O)(c1ccc(Cl)cc1)N1CCCC1c1cccnc1 (stereo not given)	?	-9	1.4	?	3	1.2	-15	-0.4	0
O=C(C1CCC(=O)N1C1CCCCC1)N1CCN(c2ccc(F)cc2)CC1 (stereo not given)	-8	-2	-0.6	0.1	-1	1.5	-4	-1.1	-6
Cc1c(C)n(Cc2ccccc2)c2ncnc(NCCO)c12	12	-1	-0.6	-0.9	3	1.9	0	0.9	-4
CSCCC(NC(=O)c1cncc(Br)c1)C(=O)O (stereo not given)	7	-6	-1.9	7.8	1	1.4	-3	0.2	11
Cc1cc(=O)[nH]c2c1cnn2C(C)c1ccccc1 (stereo not given)	11	-3	-1.0	-2.8	1	0.8	7	0.8	-2
CCN(CC(=O)Nc1ccc(NC(C)=O)cc1)C(=O)C(c1ccccc1)c1ccccc1	-4	-2	0.5	-0.9	-2	1.4	2	-2.2	-2
Nc1nnc(Sc2ccc(Cl)cc2[N+](=O)[O-])s1	3	-1	-1.5	0.5	4	0.1	-3	-1.1	2
COc1ccccc1CC(=O)NCCN1CCCCC1	-15	-8	7.0	-2.3	0	1.6	2	-4.7	0
COc1cccc2cc(C(C)N(CCCN3CCOCC3)C(=O)Nc3ccc(Cl)cc3)oc12 (stereo not given)	-3	-2	-0.2	0.1	28	.	-11	-4.8	1
O=C(Nc1ccc(NS(=O)(=O)c2ccccc2)cc1)c1ccccc1Cl	4	0	1.7	0.0	-3	-0.2	-1	-0.6	3
COc1ccc(-c2nnc(SCC(=O)N(Cc3ccccc3)C(C)(C)C)o2)cc1OC	-2	8	0.4	0.9	5	.	-5	-2.7	2
Nc1c([N+](=O)[O-])cc(F)c(N2CCNCC2)c1Br	-5	0	0.6	-0.4	-2	0.0	5	-0.1	-35

In the list so far, 3 have a COOH group:
SMILES	BoNT-F LC inh	Anthrax LF prot	PfHsp40 rescue	BoNT A protease	Y pestis TopoI	TcdB inh	CCHF vOTU inh	FadD28 binding	PrPC surface inh
Cc1cc(N2C(=O)c3ccc(C(=O)Nc4ccc(CC(=O)O)cc4)cc3C2=O)no1	2	3	-1.6	1.4	-6	1.9	12	-2.1	-4
Cc1c(C(=O)O)oc2ccc(S(=O)(=O)N3CCC(C)CC3)cc12	3	0	-0.8	-0.1	-3	.	-1	-2.4	8
CSCCC(NC(=O)c1cncc(Br)c1)C(=O)O (stereo not given)	7	-6	-1.9	7.8	1	1.4	-3	0.2	11

An excerpt from above, showing only PfHsp40 rescue and BoNT-F LC inh.
Compound	PfHsp40 rescue	BoNT-F LC inh
Cc1c(C(=O)O)oc2ccc(S(=O)(=O)N3CCC(C)CC3)cc12	-0.8	3
CN(C)c1cc(NC(=O)CN2CCCC2)c2ccccc2n1	8.6	-43

Going on with the list.
SMILES	BoNT-F LC inh	Anthrax LF prot	PfHsp40 rescue	BoNT A protease	Y pestis TopoI	TcdB inh	CCHF vOTU inh	FadD28 binding	PrPC surface inh
CCOc1ccc(S(=O)(=O)Nc2ccc(C(=O)NCC(c3ccco3)N(C)C)cc2)cc1 (stereo not given)	-5	-4	0.2	-2.0	2	0.9	12	-3.7	-1
CN(C)S(=O)(=O)c1cccc(NC(=S)NCc2ccc3c(c2)OCO3)c1	-3	-7	-0.9	-0.8	-4	1.1	-3	-0.2	-3
CS(=O)(=O)Nc1ccc(C2=NN(C(=O)C3CCCCC3)C(c3cccs3)C2)cc1 (stereo not given)	6	0	2.5	-0.1	-14	.	-128	-3.0	7
COCCCn1cc(CN2CC(N3CCCCC3)CS2(=O)=O)nn1 (stereo not given)	-2	-5	.	0.2	.	0.4	-5	.	2
CCCC(=O)NC(=S)Nc1cccc(NC(=O)c2ccccc2)c1	-1	-3	-0.7	0.0	-13	0.7	2	1.0	1
CC(Cc1c[nH]c2ccccc12)C(=O)N1CCN(c2ccccc2F)CC1 (stereo not given)	4	12	0.0	0.0	4	-0.8	-6	0.1	4
CC(CCc1ccccc1)NC(=O)c1ccc(Br)cc1 (stereo not given)	-5	-12	1.7	-1.2	6	1.4	-3	-2.5	-7
COC(=O)c1[nH]c2ccc(F)cc2c1NS(=O)(=O)c1ccc(F)c(C)c1	-10	-4	-0.3	-2.2	0	.	-16	-6.1	-2
COc1ccc(CCNC(=O)C/C(C)=N/NC(=O)C(c2ccccc2)c2ccccc2)cc1OC	0	-7	0.6	0.3	18	0.3	-11	-3.5	7
CCCOc1ccc(C(=O)NCc2ccco2)cc1	10	0	0.2	0.5	9	.	-5	-4.7	0
